Screening results: PubChem BioAssay, The Scripps Research Institute Molecular Screening Center
CHO-K1 Ca antag: nonselective inhibitor or artifact in parental CHO-K1 cells; ATP-induced calcium, Fluo-8 fluorescence; inhibition, % at 3 µM; 360,000 compounds, 0.6% hits; AID 602250;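 active = inhibition above a per-plate cutoff, the plate's mean sample inhibition plus 3 SD, cut at about 24% in these data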;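 also: 0% = DMSO plus EC80 ATP and 100% = DMSO alone without ATP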
V1aR counter: counter-screen for oxytocin receptor agonists: human V1a receptor agonists; CHO-V1R cells, Fluo-8 calcium fluorescence, agonist mode; 0% DMSO, 100% 3 nM vasopressin; activation, % at 3 µM; 320,000 compounds, 0.25% hits; AID 2797;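 active = activation above the mean activation of all tested compounds plus 3 SD, per screening run, cut at about 20% in these data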;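 also: signal is peak over basal fluorescence ratio across a 100 second FLIPR read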
Target sequence (P37288 whole entry, looked up): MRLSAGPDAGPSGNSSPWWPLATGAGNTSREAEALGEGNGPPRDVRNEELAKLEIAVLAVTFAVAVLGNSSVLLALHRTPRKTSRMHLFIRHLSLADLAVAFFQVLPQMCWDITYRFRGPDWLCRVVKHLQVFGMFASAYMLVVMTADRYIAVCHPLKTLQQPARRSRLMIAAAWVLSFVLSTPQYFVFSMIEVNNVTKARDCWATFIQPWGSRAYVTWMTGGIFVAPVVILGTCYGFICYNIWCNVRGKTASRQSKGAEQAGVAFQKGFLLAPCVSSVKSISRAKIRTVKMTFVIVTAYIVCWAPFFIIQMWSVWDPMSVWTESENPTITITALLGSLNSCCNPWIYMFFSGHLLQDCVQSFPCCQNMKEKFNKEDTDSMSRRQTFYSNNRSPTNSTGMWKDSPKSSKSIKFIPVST
GPR7 antagonist: antagonists of human GPR7 (neuropeptides B/W receptor 1). P48145. GPR7-expressing cells, fluorescence antagonist assay. 290,000 compounds, 1.1% hits. inhibition, % at 4.4 µM; in the data active = inhibition above about 16%, passing the limit was not always enough;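 also: cells stimulated with the agonist NPW; 0% = agonist with vehicle and 100% = vehicle without agonist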
M1 ag parental: counter-screen for M1 agonists: effect in parental CHO-K1 cells. 360,000 compounds, 0.48% hits. Fluo-8 calcium fluorescence; scaled to maximal ATP response, vehicle zero. activation, % at 3 µM; in the data active = activation above about 15%;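 also: untransfected CHO-K1 host cells lacking M1 receptor as counterscreen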
OXTR potentiate: potentiators of human oxytocin receptor. CHO-OTR cells, Fluo-8 calcium fluorescence, potentiator mode; 0% = oxytocin EC15, 100% = EC100. activation, % at 3 µM. AID 2445. 320,000 compounds, 0.061% hits. P30559;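 active = activation above that plate's cutoff, the mean activation of tested compounds plus 3 SD, cut at about 6.6% in these data, passing the limit was not always enough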;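 also: 100% uses oxytocin at 75 nM as the full agonist control; some results filed as inactive read as strong as hits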
Target sequence (P30559 whole entry, looked up): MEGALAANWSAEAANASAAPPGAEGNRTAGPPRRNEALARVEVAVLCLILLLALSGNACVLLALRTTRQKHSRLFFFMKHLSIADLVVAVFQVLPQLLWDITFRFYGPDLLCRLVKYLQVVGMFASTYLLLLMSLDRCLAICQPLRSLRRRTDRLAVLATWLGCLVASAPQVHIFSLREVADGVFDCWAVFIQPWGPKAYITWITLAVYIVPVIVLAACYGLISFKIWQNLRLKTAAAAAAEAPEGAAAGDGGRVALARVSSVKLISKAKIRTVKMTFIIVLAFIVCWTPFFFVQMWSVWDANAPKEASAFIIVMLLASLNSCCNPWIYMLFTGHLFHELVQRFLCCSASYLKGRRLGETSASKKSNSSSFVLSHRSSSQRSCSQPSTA
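Material: human OTR in CHO cells. Compound: 3.0 µM, one dose. Timing: compound 6 min at room temperature before oxytocin, 100 s read. Evaluation: % activation of max/min ratio relative to oxytocin controls. Replication: single well per compound, singlicate. Signal: Fluo-8 calcium dye fluorescence.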
OXTR agonist: activates the human oxytocin receptor | CHO-OTR cells, Fluo-8 calcium fluorescence; normalized: DMSO 0%, oxytocin 100% | activation, % at 3 µM | 320,000 compounds, 0.32% hits | AID 2435;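 active = activation above the mean of all tested compounds plus 3 SD, cutoff set per screening run, cut at about 20% in these data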;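 also: peak over basal fluorescence ratio from a 100 s FLIPR kinetic read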
M1 PAM parental: M1 PAM counterscreen hit in parental CHO-K1 cells | activation, % at 3 µM | 360,000 compounds, 0.02% hits | ATP EC20, Fluo-8 calcium fluorescence; 0% at ATP EC20, 100% at ATP max;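 active = activation above the run cutoff, the mean activation of all test compounds plus 3 SD, cut at about 40% in these data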;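 also: peak over basal fluorescence ratio in a 140 s read after ATP addition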
TAAR1 antagonist: human TAAR1 antagonism; 360,000 compounds, 1.5% hits; inhibition, % at 3 µM; AID 624466; Q96RJ0; CHO RD-HGA16 TAAR1, Fluo-8 calcium fluorescence, antagonist;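 active = inhibition above a per-plate cutoff, the mean inhibition of test compounds on that plate plus 3 SD, cut at about 49% in these data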;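 also: 0% = DMSO plus EC80 beta-PEA response and 100% = DMSO alone without agonist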
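Assay system: CHO-derived RD-HGA16 cells stably expressing human TAAR1 plus Gα16. Timing: 140 s kinetic read after compound, 140 s after agonist. Technique: kinetic Fluo-8 calcium fluorescence measurement. Measure: % inhibition of agonist calcium response.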
CHO parental Ca: counter-screen: ATP calcium response change in parental CHO cells. parental CHO-K1, ATP-induced calcium, Fluo-8 fluorescence. AID 463079. 330,000 compounds, 0.63% hits. inhibition, % at 5.6 µM;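 active = inhibition above that plate's mean sample inhibition plus 3 SD, cut at about 26% in these data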;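 also: 0% = ATP-challenged DMSO wells and 100% = DMSO wells without ATP; some compounds past the cut are filed as inactive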
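Measured by: calcium-sensitive Fluo-8 fluorescence / Test system: CHO parental line / Controls: ATP-challenged DMSO wells low, unchallenged DMSO wells high / Measure: % inhibition / Compound: single nominal dose of 5.6 µM per compound / Replicates: single well per compound, no replicates / Reagent: ATP as calcium-mobilizing challenge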
Active calls of the source: *; nt = no result given. No enrichment for hits. Share with any hit: about 3.5%.

SMILES	CHO-K1 Ca antag	V1aR counter	GPR7 antagonist	M1 ag parental	OXTR potentiate	OXTR agonist	M1 PAM parental	TAAR1 antagonist	CHO parental Ca
CC(C)CCSc1ncnc2c1oc1nc3c(cc12)COC(C)(C)C3	-16.7	0.1	1.2	1.4	-3.7	0.8	23.8	-12.6	7.8
O=C(COc1ccc(S(=O)(=O)N2CCOCC2)cc1)N1CCOCC1	-11.1	-0.4	nt	0.2	-7.0	0.3	-4.4	9.8	7.9
CC(=O)c1ccccc1OCC(O)Cn1ccnc1 (stereo unspecified)	-11.5	-0.8	-2.9	2.5	-12.7	0.5	-8.3	-3.1	-0.3
CCn1c(SCC(=O)Nc2ccc(OC)c(S(=O)(=O)N3CCCCC3)c2)nnc1C1CC1	3.9	nt	nt	3.0	nt	nt	12.2	-6.5	nt
Cc1cc(C)c2c(NC(=O)CCl)nn(C)c2n1	0.3	0.1	-6.4	0.3	-5.0	1.1	-13.3	-23.7	-3.5
c1ccc2c(-c3cn4ccccc4n3)c[nH]c2c1	nt	-0.7	-3.2	nt	2.3	-0.4	nt	nt	-17.1
Cc1cc(NC(=O)COc2cccc(C)c2C)no1	5.0	0.7	-10.4	0.1	-2.6	-0.5	0.9	-9.8	-3.8
COc1ccccc1NC(=O)COc1ccccc1C(=O)Nc1ccccc1	-1.0	0.2	-2.0	3.5	-4.2	-2.5	8.4	46.6	-16.4
CCOC(=O)c1cc2occc2n1CC(=O)N1CCOCC1	-5.0	0.6	6.9	0.0	-0.7	-0.3	-7.9	-2.0	1.5
CC(C)c1nc(SCC(=O)NC(=O)NC(C)(C)C)n[nH]1	-2.1	0.1	-5.6	1.1	-15.5	-0.8	13.7	-7.1	-1.4
O=C(CN1C(=O)NC2(CCCC2)C1=O)Nc1cc(Cl)ccc1Oc1ccccc1	-16.3	0.5	nt	1.9	-5.5	-0.7	-6.6	13.1	-15.6
COc1ccc(/C(N)=N/OC(=O)Oc2ccccc2)cc1OC	-3.5	1.2	-5.5	0.1	5.6	0.2	8.7	-1.6	-4.4
CCOC(=O)C(NCc1ccc2c(c1)OCO2)(NC(=O)CC)C(F)(F)F (stereo unspecified)	-3.1	-0.1	-5.8	0.2	-5.6	0.3	6.4	-8.3	-21.8
CCN1C(=O)CSC1=Nc1ccc(C(=O)O)cc1	-14.3	0.7	-10.5	-0.2	2.0	0.7	3.9	-6.3	-10.2
CCOC(=O)c1ccccc1NS(=O)(=O)c1ccccc1	-8.0	-1.7	-7.3	-0.5	1.3	-1.7	7.4	-2.9	-9.6
CC(C)(C)N1CC(C(=O)Nc2ccc(C(N)=O)cc2)CC1=O (stereo unspecified)	4.6	nt	nt	0.4	nt	nt	25.1	-3.3	nt
CC(C)COC(=O)c1cccc2c1-c1ccccc1/C2=N\O	-13.2	0.4	-20.3	0.7	-19.5	-1.2	21.1	20.6	41.2*
C=C(C)COc1cc2oc(=O)c(CC(=O)N3C[C@H]4C[C@@H](C3)c3cccc(=O)n3C4)c(C)c2cc1Cl	3.4	2.8	2.2	0.1	-3.0	0.0	-13.1	11.3	-13.7
COc1ccc(N=C2NC(=O)/C(=C\C=C\c3ccccc3)S2)cc1	-11.7	0.2	6.0	0.6	-2.1	0.3	-4.6	-19.2	-4.1
COc1ccc(NC2CC(=O)N(c3cc([N+](=O)[O-])ccc3C)C2=O)cc1 (stereo unspecified)	-16.2	1.6	0.6	1.4	-3.1	1.1	-12.5	-16.1	5.2

Next part; the last 7 above are carried over.
SMILES	CHO-K1 Ca antag	V1aR counter	GPR7 antagonist	M1 ag parental	OXTR potentiate	OXTR agonist	M1 PAM parental	TAAR1 antagonist	CHO parental Ca
CCN1C(=O)CSC1=Nc1ccc(C(=O)O)cc1	-14.3	0.7	-10.5	-0.2	2.0	0.7	3.9	-6.3	-10.2
CCOC(=O)c1ccccc1NS(=O)(=O)c1ccccc1	-8.0	-1.7	-7.3	-0.5	1.3	-1.7	7.4	-2.9	-9.6
CC(C)(C)N1CC(C(=O)Nc2ccc(C(N)=O)cc2)CC1=O (stereo unspecified)	4.6	nt	nt	0.4	nt	nt	25.1	-3.3	nt
CC(C)COC(=O)c1cccc2c1-c1ccccc1/C2=N\O	-13.2	0.4	-20.3	0.7	-19.5	-1.2	21.1	20.6	41.2*
C=C(C)COc1cc2oc(=O)c(CC(=O)N3C[C@H]4C[C@@H](C3)c3cccc(=O)n3C4)c(C)c2cc1Cl	3.4	2.8	2.2	0.1	-3.0	0.0	-13.1	11.3	-13.7
COc1ccc(N=C2NC(=O)/C(=C\C=C\c3ccccc3)S2)cc1	-11.7	0.2	6.0	0.6	-2.1	0.3	-4.6	-19.2	-4.1
COc1ccc(NC2CC(=O)N(c3cc([N+](=O)[O-])ccc3C)C2=O)cc1 (stereo unspecified)	-16.2	1.6	0.6	1.4	-3.1	1.1	-12.5	-16.1	5.2
COc1cccc(O)c1CN1CCC(Oc2ccc(C(=O)NCc3ccccn3)cc2)CC1	-2.2	2.3	-2.3	2.5	-2.2	2.4	-11.0	-12.3	-13.6
CCCCNC(=O)c1ccc(NC(C)=O)c(Cl)c1	-4.6	0.7	14.8	0.5	-4.1	0.5	15.2	-4.3	8.0
O=[N+]([O-])c1cccc(C=NNC(=S)NC23CC4CC(CC(C4)C2)C3)c1	12.1	nt	nt	-0.6	nt	nt	-25.5	-9.2	nt
COc1ccccc1CNC(=O)CN1C(=O)NC2(CCCc3sccc32)C1=O (stereo unspecified)	-17.5	-0.3	nt	0.0	-8.8	0.1	6.3	-13.8	-19.4
Cc1ccc(C(c2nnnn2CC2CCCO2)N2CCN(C)CC2)cc1 (stereo unspecified)	-6.0	0.4	-12.4	8.6	0.2	0.4	11.9	1.3	-8.8
O=[N+]([O-])c1ccccc1S(=O)(=O)c1ccccc1[N+](=O)[O-]	-15.8	-0.1	-7.8	0.7	-9.6	0.1	-3.4	-3.1	-13.0
Cc1cc(Br)ccc1NC(=O)CN(C)Cc1cccs1	7.4	0.2	-10.6	11.9	-9.2	-2.0	8.7	-0.5	-22.2
COc1ccc(N2C(=O)CC(Sc3ccccc3C(=O)O)C2=O)c([N+](=O)[O-])c1 (stereo unspecified)	-9.8	-0.3	-3.7	0.8	-2.6	0.5	20.0	-88.9	4.5
COC(=O)/C=C1/N/C(=N\c2nc(C)cc(C)n2)N(c2ccc(Cl)cc2)C1=O	-6.3	-1.1	4.6	0.9	3.0	0.2	6.1	-18.6	-2.9
COC(=O)C(c1cc(OC)c(O)c(OC)c1)(N1CCNC(C)C1)C(F)(F)F (stereo unspecified)	-6.5	-0.7	-2.5	0.5	-8.4	-0.4	12.4	-8.1	-9.3
CCCC(=O)Nc1ccc(Cl)c(NC(=O)c2cccc(OC)c2)c1	0.8	-0.6	-16.3	0.4	-1.8	-2.1	-6.9	-18.2	-13.1
C[C@@H]1CN([C@H](C)CO)C(=O)CCCn2nncc2CO[C@@H]1CN(C)S(=O)(=O)c1ccc(F)cc1	2.9	nt	nt	1.5	nt	nt	13.1	-12.7	nt
CCCCCc1nc2c(c3c1CCCC3)CCCC2	nt	-0.2	5.3	nt	-15.0	1.0	nt	1.7	-21.6
COc1ccc(OCCOC(=O)c2nc3nccc(C)n3n2)cc1	5.0	0.7	-2.9	0.8	-2.9	1.1	5.1	-2.6	-3.2
Cc1nnc(-c2cnn(C)c2N)n1CCCN1CCOCC1	10.1	-0.1	-9.5	1.4	-12.4	0.5	-24.1	-19.4	-6.9
CCc1cc2cc3c(cc2nc1SCC(=O)OC(C)C)OCO3	-5.1	-0.1	-8.4	1.0	-11.3	-2.7	6.2	10.0	-20.9
CN(C)C(=S)c1ccc2ccccc2n1	0.6	0.0	11.3	0.2	-0.9	0.8	2.7	1.9	-7.1
O=C(Nc1ccccc1)C1Cc2c(-c3ccco3)ccnc2O1 (stereo unspecified)	-22.9	nt	nt	1.2	nt	nt	12.3	-10.9	nt
CCCc1cc(=O)[nH]c(SCc2ccccc2Cl)n1	-4.6	-1.2	-8.5	0.1	0.6	-2.8	12.0	-20.1	-8.8
O=C(O/N=C\c1ccc(N2CCCCC2)c([N+](=O)[O-])c1)c1c(F)cccc1F	-3.5	-0.6	-4.8	0.0	-7.9	-1.6	-1.7	-1.1	11.4
CCOC(=O)/C=C/C(=O)Nc1ccc(Oc2ccccc2)cc1	28.3*	8.2	20.2	11.6	-8.4	11.1	-3.4	40.0	43.6*
Cn1nnnc1SCC(=O)NCc1cccc(C(=O)O)c1	-1.1	-0.4	-10.8	2.9	-10.6	-0.3	19.6	-14.7	-0.2
Cc1nnc(SCC(=O)NC2(C#N)CCCCC2)n1N	8.3	nt	nt	0.7	nt	nt	-9.5	-3.1	nt
CN(CC(=O)Nc1ccc(F)c(F)c1F)C(=O)C1CC(=O)N(C2CCCC2)C1 (stereo unspecified)	-5.9	nt	nt	0.7	nt	nt	4.0	-11.7	nt
Cc1ccc(-c2cc(C(F)(F)F)c(C#N)c(SCCC#N)n2)o1	-9.3	-0.1	-4.8	-0.3	-5.9	-0.6	5.2	4.4	-4.7
CC(C)N(C(=O)C1CC(=O)OC12CCCCC2)C(C)C (stereo unspecified)	-2.8	-0.3	-11.5	-0.2	2.3	0.5	1.6	6.0	-2.5
CSc1ncc(CNc2cc([N+](=O)[O-])ccc2C)c(N)n1	-12.2	7.7	nt	3.1	-14.9	14.0	-6.2	-0.7	-11.7
O=C(Cn1c(=O)sc2ccccc21)Nc1ccccc1C(=O)O	6.4	0.6	-8.0	-0.1	-11.1	0.2	4.0	3.6	-1.5
Cc1ccc(CN2CC(N3CCN(Cc4cccc(C)c4)CC3)CS2(=O)=O)cc1 (stereo unspecified)	1.9	nt	nt	6.5	nt	nt	15.0	-1.6	nt
CCOC(=O)C1=C(COC(=O)CCc2ccc(CC)cc2)NC(=O)NC1C (stereo unspecified)	-21.3	-0.6	nt	3.1	-3.8	-1.5	14.8	0.5	-18.7
NS(=O)(=O)c1ccc(-c2ccc(/C=C3\SC(=O)NC3=O)o2)cc1	-5.7	-0.2	-0.6	0.7	0.3	-1.1	15.4	-7.4	3.6
COc1cccc(CNC(=O)C2CCCN2S(=O)(=O)c2ccc3c(c2)C(C)(C)C(=O)N3C)c1 (stereo unspecified)	2.8	0.6	-8.4	-0.1	-4.5	-0.1	1.0	-13.8	-15.1
Cn1c(=O)ccc2ccccc21	-5.5	nt	nt	0.8	nt	nt	23.9	7.7	nt
C=CCNC(=O)c1ccc(Cn2c(=S)[nH]c3cc4c(cc3c2=O)OCO4)cc1	5.0	0.4	6.3	0.2	-6.7	0.9	-1.9	6.1	4.8
